Bioassay records as filed in PubChem.
GPR151 activ – activators of human GPR151 | Q8TDV0 | PathHunter beta-arrestin GPR151 cells, luminescence | activation, % at 11.2 µM | 650,000 tested, 1% active | AID 1508602; in the data active = activation above about 4.9%;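 also: 0% = median of compound wells and 100% = cells with positive control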
Target sequence (Q8TDV0 whole entry, looked up): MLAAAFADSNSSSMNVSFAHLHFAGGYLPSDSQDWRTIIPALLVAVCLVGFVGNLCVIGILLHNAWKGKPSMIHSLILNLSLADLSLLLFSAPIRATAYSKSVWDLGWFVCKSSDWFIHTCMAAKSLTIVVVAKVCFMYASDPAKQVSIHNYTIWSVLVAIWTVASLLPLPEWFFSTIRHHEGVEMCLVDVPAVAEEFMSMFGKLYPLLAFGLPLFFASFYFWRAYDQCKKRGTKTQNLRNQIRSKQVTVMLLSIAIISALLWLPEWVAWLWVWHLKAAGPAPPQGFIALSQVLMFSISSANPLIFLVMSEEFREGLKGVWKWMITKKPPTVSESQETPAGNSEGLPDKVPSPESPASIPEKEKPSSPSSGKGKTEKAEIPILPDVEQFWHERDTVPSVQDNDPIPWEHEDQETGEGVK
TEAD-YAP block – TEAD-YAP interaction inhibition; AID 1259422; HEK-TIYL cells, TEAD-Gal4/YAP UAS-luciferase luminescence; inhibition, % at 9.12 µM; 640,000 tested, 1.4% active; in the data active = inhibition above about 32%;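 also: 0% = median of test compound wells and 100% = reference inhibitor wells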
MITF inh – human MITF inhibition, primary screen | O75030 | AlphaScreen MITF homodimerization, bead proximity signal | inhibition, % at 2.6 µM | 650,000 tested, 0.91% active | AID 1259374; in the data active = inhibition above about 50%;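 also: 0% = vehicle wells with protein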
Target sequence (O75030 whole entry, looked up): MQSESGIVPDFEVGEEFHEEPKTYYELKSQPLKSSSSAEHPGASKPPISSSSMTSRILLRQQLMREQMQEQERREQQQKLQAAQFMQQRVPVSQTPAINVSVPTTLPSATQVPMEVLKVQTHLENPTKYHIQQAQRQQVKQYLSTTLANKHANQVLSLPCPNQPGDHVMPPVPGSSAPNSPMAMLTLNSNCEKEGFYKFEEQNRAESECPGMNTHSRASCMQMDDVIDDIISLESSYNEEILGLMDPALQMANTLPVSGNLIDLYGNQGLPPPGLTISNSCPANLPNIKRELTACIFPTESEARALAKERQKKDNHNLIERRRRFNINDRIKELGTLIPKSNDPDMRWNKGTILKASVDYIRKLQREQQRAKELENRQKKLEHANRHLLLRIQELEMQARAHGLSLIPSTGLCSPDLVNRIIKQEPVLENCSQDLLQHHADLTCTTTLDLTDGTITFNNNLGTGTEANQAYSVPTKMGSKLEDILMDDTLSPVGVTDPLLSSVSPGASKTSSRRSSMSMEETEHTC
FBW7 activator – human FBW7 E3 ligase activation, primary screen; Q969H0; AlphaScreen FBW7–phospho-cyclin E peptide binding, activator screen; normalized activity (activation), % at 26.1 µM; 650,000 tested, 0.13% active; in the data active = normalized activity above about 1.9%;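 also: purified mutant Fbw7 with reduced substrate affinity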
Numbers without * were called inactive.

SMILES	GPR151 activ	TEAD-YAP block	MITF inh	FBW7 activator
CCOC(=O)c1c(N)n(-c2cccc(O)c2)c2nc3ccccc3nc12	0.1	1	-3	-0.1
Cc1cccc2nc3c(nc12)-c1ccccc1C3=O	1.3	-18	7	-0.1
CC(Cc1ccccc1F)N1CCC(=O)N(CCN2CCCC2)CC1 (stereo unspecified)	0.7	-7	10	-0.1
COc1ccc(-c2cncc(-c3cc(NCC(OC)OC)nc(C)n3)c2)cc1	1.4	-2	9	0.0
COC(=O)c1ccc(NC(=O)CN(C2CCCCC2)S(=O)(=O)c2ccc(F)cc2)cc1	-0.5	5	5	0.0
O=C(c1ccccc1/S(=N/S(=O)(=O)c1ccccc1)N1CCOCC1)N1CCOCC1 (stereo unspecified)	-0.1	-5	-4	0.1
Cc1ccc(N=Cc2nc(-c3ccc(C)cc3)oc2O)cc1	1.3	5	15	0.1
Cc1ccc(C(=O)NCC(=O)NCC(=O)OCc2ccc(Br)cc2)cc1	1.0	1	-6	0.0
CC(/C=C/c1ccc(OCc2ccccc2)cc1)=N/O	-4.2	-44	-9	-0.2
COc1cc(C2C(C(=O)OCC(C)C)=C(C)N=C3SCCC(=O)N32)ccc1OC(C)=O (stereo unspecified)	0.0	-5	0	0.1
FC(F)(F)c1cccc(NC(=S)Nc2cccnc2)c1	-0.4	-2	-4	-0.1
O=C(NCc1ccccc1)c1cccc(Cl)c1	0.7	-3	9	0.2
S=C(c1cn(CCOc2ccc(Cl)cc2)c2ccccc12)N1CCOCC1	0.3	-15	-1	-0.3
Cc1ccc(C(=O)N2CCN(C(=O)c3ccco3)CC2)cc1	-1.0	12	24	0.8
O=C(Nc1ccc(Oc2ccccc2)cc1)c1cn(-c2ccc(Cl)cc2)c(=O)c2ccccc12	-2.9	-8	0	0.0
Cn1c(=O)c2c(nc(N3CCc4ccccc4C3)n2Cc2ccc(Cl)c(Cl)c2)n(C)c1=O	-1.9	2	8	0.3
O=C(COc1ncnc2ccccc12)Nc1ccc(F)c([N+](=O)[O-])c1	-1.5	-5	3	-0.1
CC(C)CC(=O)Nc1nnc(COc2ccc(C(C)(C)C)cc2)s1	-1.1	7	10	0.1
CCOC(=O)C1=C(C)N=c2s/c(=C/c3ccccc3F)c(=O)n2C1c1ccccc1F (stereo unspecified)	-0.7	-8	20	0.2
COc1ccc(/C=C2\SC(=O)NC2=Nc2ccccc2)c(OC)c1	1.6	47*	13	-0.2
COc1ccc(C(=O)Nc2ccc(I)cc2)cc1S(=O)(=O)N1CCOCC1	1.4	28	-13	-0.2
COc1cccc(C(=O)N/N=C/c2ccc([N+](=O)[O-])o2)c1	-0.1	-6	37	0.1
COc1ccccc1COn1c(=O)c(-c2ccco2)[n+]([O-])c2ccccc21	0.8	9	8	0.2
Cc1ccc(C)c(N(C)S(=O)(=O)c2ccc3c(c2)oc(=O)n3C)c1	1.7	-7	-1	0.0
COCCNc1nnc(SCC(=O)c2ccc3c(c2)OCO3)s1	-1.8	0	-8	0.1
O=C(CCC1CCCN(C(=O)CN2CCCC2=O)C1)NCc1ccc(F)c(F)c1 (stereo unspecified)	-0.7	-12	5	-0.1
Brc1cccc(N=c2oc3ccccc3cc2-c2nc(-c3ccccc3)cs2)c1	-0.5	-12	9	-0.1
CC(CN1CCCCC1)OC(=O)c1cccc(Br)c1 (stereo unspecified)	0.0	-2	10	0.2
COc1ccc2nc(C3COc4ccccc4O3)nc(Nc3cccnc3)c2c1 (stereo unspecified)	-2.7	-35	8	-0.1
COCC(=O)Nc1c(C(=O)Nc2cccc(Cl)c2)oc2ccccc12	0.5	-3	-7	0.5
O=C(NCc1cccnc1)c1cccc(N2CCOCC2)c1	1.2	1	18	0.1
CCOC(=O)c1[nH]c(C)c(C(=O)N2CC(C)CC(C)C2)c1C (stereo unspecified)	-1.3	44*	-2	-0.1
O=C(NCCCN1CCCC1=O)c1csc(N2CCN(Cc3ccc4c(c3)OCO4)CC2)n1	2.2	9	-2	-0.1
CCN1CCN(c2cc(C)c3cc(NC(=O)Cc4ccccc4Br)ccc3n2)CC1	1.8	-3	-3	0.0
COc1ccc(S(=O)(=O)N(CC(=O)NC2CC2)c2ccccc2OC)cc1	1.6	5	4	-0.3
Cc1ccc(Cn2c(C3CC3)nc3ccc(N)cc3c2=O)cc1	-0.1	-8	4	0.0
N#CC1=C(N)SC(c2ccccc2)C2C(=O)Oc3ccc(Br)cc3C12 (stereo unspecified)	0.2	2	-2	-0.3
COc1ccc(C(=O)/C=c2\[nH]c(=O)/c(=C\c3ccc(OC)c(O)c3)s2)cc1	-0.2	-14	-16	0.0
N=C1/C(=C/c2ccc(OC(=O)c3ccco3)cc2)C(=O)N=C2SC=CN12	1.4	4	1	-0.3
Cc1cc(OCCCNCCN(C)C)ccc1[N+](=O)[O-]	5.4*	-6	-4	-0.2

Gathered by group: those above with a furan ring, fused or not (5)
SMILES	GPR151 activ	TEAD-YAP block	MITF inh	FBW7 activator
Cc1ccc(C(=O)N2CCN(C(=O)c3ccco3)CC2)cc1	-1.0	12	24	0.8
COc1cccc(C(=O)N/N=C/c2ccc([N+](=O)[O-])o2)c1	-0.1	-6	37	0.1
COc1ccccc1COn1c(=O)c(-c2ccco2)[n+]([O-])c2ccccc21	0.8	9	8	0.2
COCC(=O)Nc1c(C(=O)Nc2cccc(Cl)c2)oc2ccccc12	0.5	-3	-7	0.5
N=C1/C(=C/c2ccc(OC(=O)c3ccco3)cc2)C(=O)N=C2SC=CN12	1.4	4	1	-0.3

Remaining list, next part:
SMILES	GPR151 activ	TEAD-YAP block	MITF inh	FBW7 activator
CCCCC(c1nnnn1CC1CCCO1)N1CCN(C2CCCC2)CC1 (stereo unspecified)	2.3	-2	-2	-0.1
CCn1c(=O)c2sccc2n2c(CCCC(=O)NCc3ccccc3)nnc12	-0.6	14	9	0.0
C=CCOCC(O)Cn1c(N2CCN(C)CC2)nc2c1c(=O)[nH]c(=O)n2C (stereo unspecified)	0.5	-10	-10	0.1
CN(C)S(=O)(=O)c1ccc(C(=O)NC(=S)Nc2ccc(-c3nc4ccccc4[nH]3)cc2)cc1	-1.5	-28	-17	3.9*
Cc1noc(NS(=O)(=O)c2ccc(NC(=O)COc3ccc([N+](=O)[O-])cc3)cc2)c1C	0.1	4	10	-0.1
CC(=O)Nc1ccc(Nc2cc(-c3ccccc3)nc3ncnn23)cc1	-0.3	4	0	0.2
O=C(Cc1cn(-c2ccc(N3CCC(N4CCOCC4)CC3)nn2)c2ccccc12)NCc1cccc(C(F)(F)F)c1	-0.3	-14	-4	-0.1
CCN1C(=O)/C(=C/C=C2/CCCN2C)N(c2ccccc2)C1=S	1.7	-13	16	0.5
COc1ccc(N2C(=O)CSC2c2cc3c(cc2[N+](=O)[O-])OCO3)cc1OC (stereo unspecified)	1.7	8	-4	-0.1
COc1ccc(CN[C@H]2C[C@H]3C(=O)N4CCC[C@@H]4C(=O)N3C2)cc1Cn1cccn1	-0.2	14	15	0.2
CCC(C)c1ccccc1NC(=O)CCNC(C)=O (stereo unspecified)	-0.4	6	-6	-0.1
Cc1ccc2nc(-c3ccc(NC(=O)CN4C(=O)c5ccccc5C4=O)cc3)sc2c1	0.9	1	8	0.2
CO[C@H]1[C@H](NC(=O)c2cccc(F)c2)c2ccccc2C12CCN(Cc1ccco1)CC2	3.2	7	13	0.1
Cc1ccc(C)c(N2CCN(S(=O)(=O)c3ccc4c(c3)C(C)(C)C(=O)N4C)CC2)c1	-0.1	-7	4	0.1
COC(CNC(=O)CN1C(=O)CC(C)(C)Sc2ccccc21)OC	-0.6	5	13	0.5
COc1cccc(C(=O)Nc2c3c(nn2-c2ccc(C)cc2C)CS(=O)(=O)C3)c1	-0.4	8	1	-0.1
CCOC(=O)N1CCN(C(=O)c2n[nH]c(=O)c3ccccc23)CC1	0.8	1	4	0.1
CCOc1ccc(S(=O)(=O)N(Cc2ccco2)Cc2ccccc2C#N)cc1	0.0	1	13	0.2
CC(=O)NC1CC(C)(C)N(OC(C)=O)C(C)(C)C1	-1.7	-8	5	-0.1
Cc1ccc(S(=O)(=O)c2c[nH]c3ccccc3c2=O)cc1	0.3	-13	-6	0.0

Not a retest: an excerpt of the list.
SMILES	GPR151 activ	TEAD-YAP block	MITF inh	FBW7 activator
CCOC(=O)c1c(N)n(-c2cccc(O)c2)c2nc3ccccc3nc12	0.1	1	-3	-0.1
Cc1cccc2nc3c(nc12)-c1ccccc1C3=O	1.3	-18	7	-0.1

More structures:
SMILES	GPR151 activ	TEAD-YAP block	MITF inh	FBW7 activator
COc1ccccc1OCC(=O)NCC1CCC2(CCN(Cc3ccccc3)CC2)O1 (stereo unspecified)	-0.7	-7	-21	0.1
CCOc1ccc(NC(=O)N2CCCC2C(=O)NC(C)(C)C)cc1 (stereo unspecified)	2.2	12	2	-0.1
COc1ccc(Cl)cc1NC(=O)NC1CCCCC1	0.0	5	4	0.7
CCCNC(=O)CSc1nc2[nH]ncc2c(=O)[nH]1	4.2	0	2	0.0
CCOc1ccc(-n2cnc3scc(-c4ccc(-c5ccccc5)cc4)c3c2=O)cc1	0.1	5	12	-0.1
c1cc(C2CCCN(c3c4c(nc5ncnn35)CCC4)C2)n2ncnc2n1 (stereo unspecified)	2.1	3	3	0.0
Cc1cc2nc(NCc3cccnc3)sc2cc1C	0.2	-41	9	0.1
CN(CC(=O)N1CCc2ccccc21)C(=O)c1c[nH]c2ccccc12	-1.0	-5	9	0.7
COn1c(=O)c(C)[n+]([O-])c2ccccc21	-0.7	-3	-6	0.0
COC(=O)c1cc(C(=O)NCc2ccccc2Cl)cc([N+](=O)[O-])c1	-0.3	0	-1	-0.1
CCOc1ccccc1CN1CCN(Cc2cn[nH]c2-c2ccccc2)CC1CCO (stereo unspecified)	0.9	4	5	0.0
O=C(Nc1cccc(C(F)(F)F)c1)c1snc2c(=O)[nH]cnc12	-1.1	-4	6	-0.2
Cc1ccccc1NS(=O)(=O)c1cc(C(=O)NC2CCCC2)ccc1C	0.3	9	12	0.8
COc1cc(-c2ccc(NC(=O)c3cc(OC)c(OC)c(OC)c3)c(OC)c2)ccc1NC(=O)c1cc(OC)c(OC)c(OC)c1	1.0	-7	12	-0.1
CCOc1ccccc1NC(=O)c1ccc(Cl)c([N+](=O)[O-])c1	2.7	6	4	0.5
CCCNC(=O)C1CC(c2ccccc2O)=NO1 (stereo unspecified)	0.3	-4	3	-0.2
CN(Cc1c(C(=O)N2CCc3ccccc3C2)nc2ccc(Cl)cn12)C1CCOCC1	-0.9	3	-10	-0.1
CC(Oc1cccc(Cl)c1)C(=O)O/N=C(\N)c1ccncc1 (stereo unspecified)	-0.7	11	-2	0.2
CC1(C)NC(=O)N(CC(=O)Nc2sc3c(c2-c2nc4ccccc4[nH]2)CCCC3)C1=O	0.0	-15	-2	0.0
CC1CC(=O)C2=C(C1)OC(N)=C(C#N)C2c1coc2ccccc2c1=O (stereo unspecified)	1.7	7	3	-0.1

The final 3 records of the part above open the next one.
SMILES	GPR151 activ	TEAD-YAP block	MITF inh	FBW7 activator
CC(Oc1cccc(Cl)c1)C(=O)O/N=C(\N)c1ccncc1 (stereo unspecified)	-0.7	11	-2	0.2
CC1(C)NC(=O)N(CC(=O)Nc2sc3c(c2-c2nc4ccccc4[nH]2)CCCC3)C1=O	0.0	-15	-2	0.0
CC1CC(=O)C2=C(C1)OC(N)=C(C#N)C2c1coc2ccccc2c1=O (stereo unspecified)	1.7	7	3	-0.1
COCC(=O)NCC1CCC2(CCN(Cc3ccc4cccnc4c3)CC2)O1 (stereo unspecified)	0.6	12	-8	0.0
CSCCC(NS(=O)(=O)/C=C/c1ccccc1)C(=O)N1CCC(C)CC1 (stereo unspecified)	1.2	6	2	-0.1
CCCn1cnc2cc(NCc3cc(OC)ccc3OC)ccc21	-1.4	4	-6	0.1
Cc1ccc(NS(=O)(=O)c2ccc3c(c2)OCCN3C)nc1	0.1	5	11	0.2
OC(COc1ccc(CNCCCOc2cccnc2)cc1)CN1CCCCC1 (stereo unspecified)	2.5	-2	11	0.4
COc1cc(Nc2ccnc(N3CCOCC3)n2)cc(OC)c1OC	1.1	-12	3	-0.1
Cc1ccccc1Cn1cnc2c(cnn2-c2ccccc2)c1=O	-0.7	3	14	-0.1
Oc1ccc(CCNc2ccnc(Nc3ccncc3)n2)cc1	-1.2	75*	-18	0.1
Cc1cc(C)nc(N2CCN(C(=O)CCC(=O)NN3CCOCC3)CC2)n1	1.3	3	0	0.1
CCN(CC)S(=O)(=O)c1ccc(-c2ccc(/C=C(\C#N)c3ccccn3)o2)cc1	1.6	10	13	0.1
CCOc1cc2c(cc1OCC)C(c1ccc(C)cc1C)NCC2 (stereo unspecified)	-0.3	5	-25	0.1
CCc1ccc(/C=C2/NC(=O)N(Cc3ccccc3F)C2=O)cc1	0.1	-14	6	0.0
CC1=NN(c2ccc(C)cc2)C(=O)C1C(c1ccccc1)C1C(=O)N(c2ccc(C)cc2)N=C1C (stereo unspecified)	-0.7	4	15	-0.8
Nc1nc(Nc2ccc(N3CCOCC3)cc2)cc(-c2ccccc2)n1	2.1	-14	12	-0.1
COc1ccc(CN2CCN(c3c(CCC(C)C)c(C)c(C#N)c4nc5ccccc5n34)CC2)cc1F	-1.3	3	-4	-0.2
CCN(CC)c1ccc2cc(C(=O)NC(C)=O)c(=Nc3ccc(F)cc3F)oc2c1	0.0	9	-3	-0.1
O=C(O)c1ccc(/C=C2\NC(=S)N(c3ccc(F)cc3)C2=O)cc1	0.3	5	-2	-0.2
CCN(CC)c1cc(-c2ccncc2)nc(-c2ccccc2)n1	0.3	-10	10	0.3
Cc1ccc2nc(-c3ccc(C)c(NC(=O)c4cccc(Cl)c4)c3)oc2c1	-0.3	-28	14	0.1
